Bioassay records: PubChem BioAssay, National Center for Advancing Translational Sciences (NCATS)
KB-3-1 tox – qHTS assay for MDR1-selective chemotherapeutics: Primary screen using the parental adenocarcinoma cell KB-3-1; KB-3-1 viability, CellTiter-Glo ATP luminescence, 72 h; Potency, µM (highest dose often 46.1 µM), inactives show at the top dose activity change, negative = cytotoxic, actives largely listed as cytotoxic; 400,000 tested, 1.4% active; further: potency means the concentration at half of the fitted maximal effect; on the % scale 0 is the no-effect control and ±100 the full control effect; nearly all actives have a fitted effect of over 60% in size
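Cells are dispensed, compounds pinned in, plates held at 37 °C for 72 h, then CellTiter-Glo is added and luminescence read after 10 minutes. Cell line: parental KB-3-1 in phenol-red-free DMEM, 10% FBS.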
S2 tox – Viability Counterscreen for Primary qHTS for Inhibitors of ATXN expression; Potency, µM (doses to about 56.7 µM), actives largely listed as cytotoxic; 400,000 tested, 0.49% active; S2 cells (HEK-293 line with an ATXN2-luciferase reporter) viability, CellTiter-Fluor protease fluorescence, 24 h; further: potency means the concentration at half of the fitted maximal effect; nearly all actives have a fitted effect of over 40% in size
ATXN2 expr inh – Primary qHTS for Inhibitors of ATXN expression | HEK-293 ATXN2-luciferase reporter, luminescence, 24 h | Potency, µM (doses to about 57 µM), inactives show at the highest dose activity change, negative = inhibition, actives largely listed as inhibitors | 360,000 tested, 0.72% active; further: potency means the concentration at half of the fitted maximal effect; on the % scale 0 is the no-effect control and ±100 the full control effect; nearly all actives have a fitted effect of over 55% in size
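qHTS (up to 57 uM final) was run with 24 h compound exposure of reporter cells at 37 °C. Each well was multiplexed: SteadyGlo luminescence measured ATXN2-luciferase expression after a fluorogenic Gly-Phe-AFC viability readout (25 uM final).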
MCF10A rerep – A quantitative high throughput screen for small molecules that induce DNA re-replication in MCF 10a normal breast cells | MCF 10A DNA re-replication, Hoechst nuclear intensity, 48 h | Potency, µM (series often up to 46.1 µM), without a hit: top-dose activity, positive = re-replication, actives largely listed as activators | 350,000 tested, 2.9% active; further: potency means the concentration at half of the fitted maximal effect; % of control where 0% means no effect; nearly all actives have a fitted effect of over 50% in size
HepG2 viability – qHTS for Inhibitors of TGF-b: Cytotox Counterscreen | Potency, µM (highest dose often 46.1 µM), inactives show at the highest dose activity change, negative = cytotoxicity, hits mostly cytotoxic | 410,000 tested, 0.76% active | HepG2 CAGA-GFP viability, ATP luminescence, 18 h; further: potency means the concentration at half of the fitted maximal effect; some results filed as inactive show a strong effect at the top dose
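HepG2 CAGA-GFP cells (1000/well, DMEM with 1% FBS) received compound, then TGF-beta at 500 pg/mL final, and were incubated 18 hours at 37 degrees C. Viability was read by CellTiter-Glo luminescence. Media-only wells were set as complete cell-killing and DMSO as no toxicity.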
SW480 rereplic – A quantitative high throughput screen for small molecules that induce DNA re-replication in SW480 colon adenocarcinoma cells; 340,000 tested, 1.8% active; SW480 DNA re-replication, Hoechst DNA content imaging, 48 h; AID 624297, 2012; Potency, µM (titrated, usually from 46.1 µM), inactives show at the highest dose re-replication activation, most hits filed as activators; further: potency means the concentration at half of the fitted maximal effect; % of control where 0% means no effect; nearly all actives have a fitted effect of over 55% in size
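Treated cells incubate 48 hr (37 C, 5% CO2), are stained 40 min with Hoechst, and nuclear fluorescence is enumerated; a rise in nuclei with high DNA signal marks re-replication.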
HT1080 IDH1KD tx – qHTS for induction of synthetic lethality in tumor cells producing 2HG: qHTS for the HT-1080-IDH1KD cell line | HT-1080 IDH1 knockdown viability, ATP luminescence, 48 h | Potency, µM (top dose mostly 46.1 µM), inactives show at the highest dose activity, negative = toxicity, hits mostly cytotoxic | 360,000 tested, 2% active;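 further: potency means the concentration at half of the fitted maximal effect; 0% = DMSO wells and -100% = cell-free medium wells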
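Luminescent ATP read-out (CellTiter-Glo, 10 min at room temperature) after 48 h compound exposure at 37 °C gave viability of IDH1-knockdown HT-1080 cells. Activity was normalised to DMSO and cell-free wells, then fitted as concentration-response curves.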
IL1B secr inh – qHTS for Inhibitors of Inflammasome Signaling: IL-1-beta AlphaLISA Primary Screen; THP-1 LPS/ATP IL-1B secretion, AlphaLISA, 16 h; stronger effect = lower value; activity change, % at 57.5 µM; 360,000 tested, 4.7% active; in the data active means activity change below about -50%; inconclusive means mostly about -30% to -49%; further: on the % scale 0 is the no-effect control and ±100 the full control effect
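THP-1 cells pretreated 1 hr with compounds (up to 57.5 uM final), then stimulated with LPS (250 ng/mL final) plus ATP (1.25 mM final); secreted IL-1B measured by AlphaLISA after 16 hr, decreased signal indicating inhibition.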
HT1080NT lethal – qHTS for induction of synthetic lethality in tumor cells producing 2HG: qHTS for the HT-1080-NT fibrosarcoma cell line; HT-1080-NT fibrosarcoma viability, CellTiter-Glo ATP luminescence, 48 h; Potency, µM (top dose mostly 46.1 µM), without a hit: at the highest dose activity, negative = less viability, hits mostly cytotoxic; 360,000 tested, 1.6% active; AID 686970, 2013;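 further: NT is the 2HG producing partner of a matched IDH1 knockdown line; potency means the concentration at half of the fitted maximal effect; 0% = DMSO-treated cells and -100% = media-only wells without cells; nearly all actives have a fitted effect of over 55% in size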
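HT-1080-NT fibrosarcoma cells (2HG-overproducing), 750 cells/well in RPMI with 5% FBS, dosed after 2 h and incubated 48 h at 37C. CellTiter-Glo luminescence normalized to DMSO and no-cell wells; concentration-response curves fitted and classed.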
* marks the source's active call; other numbers are inactive results; i = inactive; ? = inconclusive; · = no result given; [ ] = dose if it differs, or a comment. Unless noted, the call rests on the fitted dose curve; in most records, active means well fitted curve in the direction sought with a large enough effect; inconclusive means small, poorly fitted or top-dose-only effect, or another doubt; inactive means no such curve, though single readings can be large; an effect the other way counts as inactive or inconclusive. Not a hit list. Share with any hit: about 8.9%.

SMILES	KB-3-1 tox	S2 tox	ATXN2 expr inh	MCF10A rerep	HepG2 viability	SW480 rereplic	HT1080 IDH1KD tx	IL1B secr inh	HT1080NT lethal
Cc1c(C(=O)NCCSCc2ccco2)cccc1[N+](=O)[O-]	15%	i	4%	?	-2%	0%	12%	-18	14%
C/C(=N\OCC(=O)Nc1c(C)cc(C)cc1C)c1ccc2c(c1)OCCO2	6%	i	2%	10%	7%	-2%	10%	8	7%
COc1ccc(C(C)=O)cc1CSc1nc2ccccc2c(=O)n1-c1ccccc1	-23%	·	?	23%	14%	0%	-27%	0	?
CC(C)(C)c1ccc(OCc2nnc(-c3ccccc3)o2)cc1	-1%	i	24%	·	-15%	·	·	·	·
CN(CC(=O)NC(c1ccccc1)c1ccccc1)Cc1nc2ccccc2c(=O)[nH]1	-1%	i	4%	?	-10%	-4%[9.22 µM]	1%	-14	-12%
CCCN1CCN(c2ncnc3sc(C(=O)Nc4cccc(Cl)c4C)c(C)c23)CC1	-8%	?	?	·	-48%	·	·	·	·
Oc1c(Br)cc(C=Nc2ccc3nc(-c4ccccc4)[nH]c3c2)c(O)c1Br	-25%	?	6%	21µM*	-21%	?	?	32	-20%
CCOC(=O)C1C(=O)CC(C)(O)C(C(=O)OCC)C1c1ccccc1OC (configuration not stated)	6%	i	4%	-1%	10%	-1%	8%	-16	-1%
CCn1c(=S)sc2c(=O)n(CC(=O)Nc3cccc(OC)c3)c(C)nc21	-6%	i	15%	-3%	5%	2%	19%	0	19%
O=C1OC(N2C(=O)CC[C@H]2C(=O)Nc2ccc(Br)cc2F)c2ccccc21 (some centres not stated)	0%	i	-1%	8%	-5%	-9%	-1%	17	0%
COc1ccc(-c2[nH]c(-c3cccc(OC)c3)nc2SCC(=O)Nc2ccc3c(c2)OCO3)cc1	?	?	-32%	·	-97%	·	·	·	·
CC(NC(=O)COC(=O)/C=C/c1cccc(C(F)(F)F)c1)c1ccccc1 (configuration not stated)	8%	i	·	4%	0%	1%	-10%	-22	-5%
CC(C)c1ccc(/C=C2\C(=N)N3N=C(CC(=O)N4CCCCC4)SC3=NC2=O)cc1	?	i	-7%	0%	7%	3%	2%	-7	5%
CC1=CC(=O)Nc2ccccc2S1	-2%	i	0%	?	-2%	-1%	-6%	-6	-3%
COc1ccc(C2=Nc3ccccc3NC(=O)C2N(C(=O)c2ccnc3ccccc23)c2ccccc2)cc1 (configuration not stated)	?	?	?	·	3%	·	?	?	?
CCc1cc2c(=O)oc(-c3ccccc3F)nc2s1	1%	i	?	3%	7%	2%	2%	36	-3%
COc1ccc(C2c3[nH]c4ccccc4c3CCN2C(=O)c2cn3ccccc3n2)c(F)c1 (configuration not stated)	?	i	41%[activator]	29%	-10%	21%	?	?	-17%
COc1ccc(Br)cc1CN(C)C(=O)c1ccncc1	8%	i	6%	-1%	1%	2%	5%	23	14%
CNC(=O)COC(=O)c1ccccc1Nc1ccccc1	2%	i	13%	0%	11%	4%	2%	-15	-13%
Cc1ccsc1C(=O)OCC(=O)Nc1ccc(Cl)cc1C(F)(F)F	24%	i	0%	-10%	-13%	-9%	11%	16	6%
O=C(NCc1ccccn1)c1ccc(NS(=O)(=O)c2cccc(Cl)c2)cc1	·	i	-10%	4%	-42%	2%	-7%	-5	-4%
COc1ccccc1-c1ccc(=O)n(CC(=O)NCc2ccc3c(c2)OCO3)n1	5%	i	2%	0%	-4%	1%	5%	10	-3%
Cc1ccc(OCCCn2c(CO)nc3ccccc32)cc1	-23%	i	39%[activator]	?	-8%	0%	-10%	-6	-1%
O=C(c1cccs1)N1CCCc2cc(NS(=O)(=O)c3cc(F)ccc3F)ccc21	1%	i	-6%	·	-19%	·	·	·	·
COc1ccccc1OCCNC(=O)CCNS(=O)(=O)c1ccc(C)cc1	-3%	i	19%	2%	3%	?	-1%	-8	-2%

Next section (5 carried over from the part before).
SMILES	KB-3-1 tox	S2 tox	ATXN2 expr inh	MCF10A rerep	HepG2 viability	SW480 rereplic	HT1080 IDH1KD tx	IL1B secr inh	HT1080NT lethal
O=C(NCc1ccccn1)c1ccc(NS(=O)(=O)c2cccc(Cl)c2)cc1	·	i	-10%	4%	-42%	2%	-7%	-5	-4%
COc1ccccc1-c1ccc(=O)n(CC(=O)NCc2ccc3c(c2)OCO3)n1	5%	i	2%	0%	-4%	1%	5%	10	-3%
Cc1ccc(OCCCn2c(CO)nc3ccccc32)cc1	-23%	i	39%[activator]	?	-8%	0%	-10%	-6	-1%
O=C(c1cccs1)N1CCCc2cc(NS(=O)(=O)c3cc(F)ccc3F)ccc21	1%	i	-6%	·	-19%	·	·	·	·
COc1ccccc1OCCNC(=O)CCNS(=O)(=O)c1ccc(C)cc1	-3%	i	19%	2%	3%	?	-1%	-8	-2%
O=C(Nc1cccc(S(=O)(=O)NC2=NCCC2)c1)c1cc(-c2ccccn2)nc2ccccc12	4%	i	-12%	1%	-5%	5%	?	13	23µM*
CC(=O)c1cccc(NC(=O)Cc2cccs2)c1	5%	i	9%	-4%	2%	-16%	-2%	-1	19%
COc1ccc(Nc2nc(-c3cc4cccc(OC)c4oc3=O)cs2)cc1	-2%	i	13%	?	1%	5%	-5%	12	-9%
CCCN1C(=O)C(O)(CC(=O)c2cccc(OC)c2)c2ccccc21 (configuration not stated)	6%	i	-7%	3%	1%	?	9%	-7	0%
O=c1c2ccccc2nc(-c2ccc(Cl)cc2)n1CCCCOc1ccc(F)cc1	8%	i	6%	·	-16%	·	·	·	·
COc1ccc(NC(=O)C(C)NS(=O)(=O)c2ccccc2)cc1Cl (configuration not stated)	6%	i	-1%	6%	1%	-2%	4%	0	2%
O=C(CN1C2=NCCN2c2ccccc21)c1ccc(Br)cc1	-10%	i	-18%	-3%	-21%	-4%	-15%	-25	-26%
Cc1cccc(NC(=O)CSc2nnc(CNC(=O)c3ccco3)o2)c1	-2%	i	-3%	-6%	-10%	1%	14%	12	6%
CON(C)c1nc(OCC#N)nc(N(C)C)n1	17%	i	-12%[11.3 µM]	0%	14%	-3%	17%	19	16%
CNC(=O)c1cnn(-c2nc(-c3ccc(OC)cc3)cs2)c1C(F)(F)F	?	i	·	202%	-16%	?	-13%	57	-8%
COc1ccc(NC(C)=O)cc1NC(C)C(=O)Nc1ccc(F)c(F)c1F (configuration not stated)	2%	i	-5%	-15%	-2%	2%	7%	0	2%
CCOc1ccccc1N(CC(=O)N1CCC(C(N)=O)CC1)S(=O)(=O)c1ccc(SC)cc1	3%	i	12%	-14%	13%	-5%	11%	i	0%
CC(C)CC(=O)N1CCN(C(=O)c2ccco2)CC1	20%	?	-15%	2%	-19%	-3%	14%	0	13%
COc1ccccc1CCNC(=O)C(=O)Nc1cc2c3c(c1)C(C)C(=O)N3CCC2 (configuration not stated)	29%	i	6%	4%	-8%	2%	-14%	19	-8%
Cc1ccc(S(=O)(=O)N2CCN(C(=O)c3cc4c(s3)CCC(C)C4)CC2)cc1 (configuration not stated)	8%	i	2%	-1%	2%	-7%	3%	6	2%
Cc1ccn(CC(=O)N2CCCC(C(=O)c3cccc4ccccc34)C2)n1 (configuration not stated)	-22%	i	8%	13%	-16%	1%	-5%	11	-1%
CC(Sc1nnc(N)s1)C(=O)Nc1ccc2c(c1)OCO2 (configuration not stated)	2%	i	11%	13%	-1%	?	-5%	13	2%
O=C(CSc1nnc(-c2ccccc2)c(-c2ccccc2)n1)NC1CCS(=O)(=O)C1 (configuration not stated)	-8%	i	15%	4%	3%	-9%	15%	28	10%
COc1ccc(OCc2cc(C(=O)NCCCc3ccccc3)no2)c(Cl)c1	0%	i	-3%	?	4%	?	2%	-9	10%
COC(=O)CN1C(=O)N/C(=C/c2ccc(OC)cc2)C1=O	-11%	i	-10%	0%	-16%	0%	21%	2	18%
COc1ccc(/C=C(\NC(=O)c2ccccc2)C(=O)N2CCN(C)CC2)cc1	5%	i	-4%	-1%	-12%	-6%	1%	-9	-2%
COc1ccc2oc(C(=O)c3ccccc3)c(NC(=O)CN3CCN(C)CC3)c2c1	3%	i	-3%	4%	-14%	-1%	14%	-18	6%
O=C(c1ccc2ccccc2c1)N1CCN(c2ccc(C(F)(F)F)cn2)CC1	-2%	i	-19%	?	-10%	-5%	-19%	4	-15%
O=c1c2cc(-c3ccccc3)sc2nc2n1N=C(c1cccs1)CS2	-2%	i	-9%	?	2%	?	-2%	-7	0%
COc1cc(OC)c(NC(=O)CCn2cnc3onc(-c4ccc(F)cc4)c3c2=O)cc1Cl	-7%	i	1%	·	0%	·	·	·	·
COc1ccc(CN2C(=O)C(C)Nc3ncnc(N4CCc5ccccc5C4)c32)cc1 (configuration not stated)	2.3µM*	?	-19%	·	2%	·	2.3µM*	48	2.1µM*
Cc1cc(NC(=O)CSc2nnc(-c3ccoc3C)n2N)no1	4%	i	5%	17%	-1%	-7%	0%	7	2%
COc1ccc(C2=NOC(C(=O)NCCCN3CCOCC3)C2)cc1 (configuration not stated)	15%	i	-1%	1%	1%	-6%	-9%	8	-5%[9.24 µM]

Individual results from the entries so far:
CCn1c(=S)sc2c(=O)n(CC(=O)Nc3cccc(OC)c3)c(C)nc21 | HepG2 viability = 5%
CN(CC(=O)NC(c1ccccc1)c1ccccc1)Cc1nc2ccccc2c(=O)[nH]1 | KB-3-1 tox = -1%
